Source: PubChem
TDP1 cell CPT: qHTS for Inhibitors of human tyrosyl-DNA phosphodiesterase 1 (TDP1): qHTS in cells in presence of CPT; Potency, µM (top dose mostly 46.2 µM), for the others: at the highest dose activity change, negative = growth inhibition, hits mostly inhibitors; hit rate 12% among 420,000; chicken DT40 Tdp1-/-;hTDP1 cells + 20 nM CPT, ATP luminescence, 48 h; AID 686979, 2013; note: nearly all actives have a fitted effect of over 55% in size
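Chicken DT40 Tdp1-/- cells stably complemented with human TDP1 were seeded at 400 cells/well in medium containing 20 nM camptothecin, exposed to pin-transferred compounds, and grown at 37 °C for at least 48 hr. Viability was read as ATP luminescence.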
TDP1 inh: qHTS Assay for Inhibitors of Tyrosyl-DNA Phosphodiesterase (TDP1); Tyrosyl-DNA phosphodiesterase 1 (Homo sapiens), Q9NUW8; recombinant TDP1, AlphaScreen DNA substrate cleavage; Potency, µM (doses to about 130 µM), without a hit: at the highest dose activity change, negative = inhibition, most hits filed as inhibitors; hit rate 0.28% among 350,000; note: nearly all actives have a fitted effect of over 40% in size
Target sequence (Q9NUW8 whole entry, looked up): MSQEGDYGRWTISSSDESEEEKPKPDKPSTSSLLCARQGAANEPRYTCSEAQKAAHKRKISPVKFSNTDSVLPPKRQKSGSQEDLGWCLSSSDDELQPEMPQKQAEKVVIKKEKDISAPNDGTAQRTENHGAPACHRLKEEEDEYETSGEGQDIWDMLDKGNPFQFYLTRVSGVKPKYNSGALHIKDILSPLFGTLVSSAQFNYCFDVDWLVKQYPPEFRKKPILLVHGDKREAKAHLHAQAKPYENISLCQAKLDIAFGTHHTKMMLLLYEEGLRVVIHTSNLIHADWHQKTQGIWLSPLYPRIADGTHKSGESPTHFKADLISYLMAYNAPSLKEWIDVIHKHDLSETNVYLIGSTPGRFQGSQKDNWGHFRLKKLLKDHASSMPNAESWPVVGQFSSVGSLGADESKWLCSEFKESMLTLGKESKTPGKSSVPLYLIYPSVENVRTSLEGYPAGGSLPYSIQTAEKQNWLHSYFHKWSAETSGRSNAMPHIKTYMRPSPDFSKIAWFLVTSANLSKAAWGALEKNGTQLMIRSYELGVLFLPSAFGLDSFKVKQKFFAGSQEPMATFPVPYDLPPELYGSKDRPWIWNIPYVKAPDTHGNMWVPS
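E. coli-derived human Tdp1, 1 nM final. Cpd preinc 15 min RT; substrate 15 nM final, 5 min RT; AS bead mix 10 ug/ml final, 10 min RT. Signal loss = tyrosine-FITC cleavage. No-enzyme wells = max signal.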
TDP1 cell noCPT: qHTS for Inhibitors of human tyrosyl-DNA phosphodiesterase 1 (TDP1): qHTS in cells in absence of CPT | hit rate 15% among 420,000 | DT40 Tdp1-/- hTDP1 cells, no CPT, ATP luminescence, 48 h | Potency, µM (top dose mostly 46.2 µM), for inactives: top-dose activity change, negative = growth inhibition, hits mostly inhibitors | AID 686978, 2013; note: nearly all actives have a fitted effect of over 55% in size
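Growth kinetics read by CellTiter-Glo luminescence after ≥48 hr at 37 °C. Cells: DT40 Tdp1-/- stably carrying human TDP1, 400 per well, compound exposure in the absence of CPT (DMSO vehicle).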
* = called active by the depositor; ? = inconclusive; / = not tested or not shown; & = joins results of further samples; [ ] = dose if it differs, or a comment. Calls come from the whole dose curve; as a rule, active = well fitted curve in the direction sought with a large enough effect; inconclusive = small, poorly fitted or top-dose-only effect, or another doubt; inactive = no such curve, though single readings can be large; an effect the other way counts as inactive or inconclusive. % is set by controls: 0 for no effect and ±100 for the full control effect; potency is the fitted concentration of half-maximal effect. Compounds were not picked by outcome; 18% or so of the library scored in one or more.

no.	compound	TDP1 cell CPT	TDP1 cell noCPT	TDP1 inh
1	O=C(Nc1cccc(NC(=O)c2ccccc2[N+](=O)[O-])n1)c1ccccc1[N+](=O)[O-]	6.5µM*	9.2µM*	10%
2	CCn1c(SCC(=O)Nc2ccccc2)nnc1C1CCCCC1	?	-17%	2%
3	O=C1C(C=NCc2ccco2)=C(O)c2ccccc21	?	?	-6%
4	CC(C)CN1CCC(=O)N(CCOc2ccccc2)CC1	-1%&-21%	0%&-6%	/
5	CCN(CC)CCOc1nnc(-c2ccc(OC)cc2)c2ccccc12	?	?	/
6	Clc1ccsc1-c1csc(-c2cccnc2)n1	?	?	-1%
7	Cc1ccc(C)c(N2CCN(C(=O)c3cccn3-c3nnc(N4CCCCC4)s3)CC2)c1	?	15µM*	0%
8	CCN(CC)C(=O)c1cc(-c2ccc3c(c2)OCO3)on1	9%	0%	/
9	Oc1ccc(N=Cc2sc3ccccc3c2Cl)cc1	13µM*	10µM*	9%
10	COc1ccc(NC(=O)c2ccc3ccccc3n2)cc1S(=O)(=O)Nc1ccccc1Cl	?	23µM*	-6%
11	CCCCn1c(=N)n(CCOc2ccc(C)cc2)c2ccccc21	4.6µM*	5.8µM*	1%
12	CCc1ccccc1Oc1nc(NCCOC)nc2cc(-c3ccccc3)sc12	?	?	/
13	COc1cccc(CNC(=O)c2ccc3c(c2)c(C)c(C)n3Cc2ccccc2)c1OC	21µM*	23µM*	11%
14	CC1CC(C)CN(c2oc(-c3ccco3)nc2C#N)C1 (stereo not drawn)	18µM*	21µM*	6%
15	CCN(C(=O)COC(=O)CNC(=O)c1sc2ccccc2c1Cl)C1CCCCC1	-14%	-8%	/
16	CCCN(CCC)c1ccc(C(O)c2nnc(-c3ccccc3)o2)cc1 (stereo not drawn)	2%	-2%	8%
17	C[C@H](CO)N1C[C@H](C)[C@@H](CN(C)C(=O)c2ccc(N3CCN(C)CC3)cc2)OCc2cnnn2CCCC1=O	-5%	-7%	/
18	COC(=O)C1CCN(C(=O)NC(C)(C)C)CC1	6%	4%	0%
19	COc1cccc(-c2nn(-c3ccccc3)cc2CN(C)Cc2ccon2)c1	-30%&-82%	11µM*	0%
20	O=C(NC(c1ccc(-c2ccccc2)cc1)c1cnccn1)C1CCN(CCN2C(=O)c3ccccc3C2=O)CC1 (stereo not drawn)	23µM*	23µM*	/
21	C[C@@H]1Cn2cnc(C(=O)NCc3ccc(CNC(=O)OC(C)(C)C)cc3)c2C(=O)N1	-1%	-23%	/
22	Oc1[nH]c2ccc(Br)cc2c1N=Nc1nn[nH]n1	-4%	1%	5%
23	Cc1ccccc1NC(=O)CSc1nc2ccccc2c2nc(CCn3cncc3C)nn12	0%&0%	-20%&0%	-3%&3%
24	O=C(NC1CCCCCCC1)c1ccc(F)cc1	2%	0%	/
25	Cc1ccc2cc(C#N)c(NCc3ccccc3)nc2c1	19%	11%	3%
26	O=C(NCC1c2ccccc2CCN1C(=O)CN1CCOCC1)C1CCCCC1 (stereo not drawn)	-16%	-13%	-2%
27	N#CC(C(=O)NCCc1ccccc1)c1nc2ccccc2nc1N1CCCCC1 (stereo not drawn)	21µM*	-27%	0%
28	C[C@@H]1COc2cc(N(C)CCO)ccc2S(=O)(=O)N1	-21%	-4%	/
29	COc1cccc2c1OC1(C)CC2NC(=O)N1Cc1ccccc1 (stereo not drawn)	-1%	5%	0%
30	Cc1ccc(OCCC(=O)OCC(=O)Nc2ccc(C)c(S(=O)(=O)N3CCOCC3)c2)cc1	0%	9%	/

Reprinted from above, three compounds:
no.	compound	TDP1 cell CPT	TDP1 cell noCPT	TDP1 inh
28	C[C@@H]1COc2cc(N(C)CCO)ccc2S(=O)(=O)N1	-21%	-4%	/
29	COc1cccc2c1OC1(C)CC2NC(=O)N1Cc1ccccc1 (stereo not drawn)	-1%	5%	0%
30	Cc1ccc(OCCC(=O)OCC(=O)Nc2ccc(C)c(S(=O)(=O)N3CCOCC3)c2)cc1	0%	9%	/

Next section
no.	compound	TDP1 cell CPT	TDP1 cell noCPT	TDP1 inh
31	COc1ccc(O)c(CN2CCN(C/C=C/c3ccccc3)CC2)c1	-24%	-28%	5%
32	O=C(Nc1cccc(S(=O)(=O)N2CCCC2)c1)c1cc(=O)[nH]c2ccccc12	-21%	-8%	0%[56.1 µM]
33	CCOC(=O)c1ccc(NC(=S)N(CCCN2CCN(CC)CC2)Cc2cccs2)cc1	?	18µM*	-2%
34	CC(C)C(C(=O)OCC(=O)c1ccccc1)N1C(=O)C2C3C=CC(C3)C2C1=O (stereo not drawn)	-10%	12%	-3%
35	CCOc1cc(-c2nnc(SCC(=O)Nc3ccc(F)c(F)c3)nc2-c2ccc(OC)c(OCC)c2)ccc1OC	-18%	-22%	-5%
36	O=C(Nc1nnc(-c2ccco2)s1)C1CCN(S(=O)(=O)c2ccc(Cl)cc2)CC1	?	-29%	-5%
37	CCOc1ccc(S(=O)(=O)Nc2ccc3c(c2)OCO3)cc1	?	?	11%
38	COc1ccc(CNC(=O)CCC2N=C3c4ccccc4N=C(SCC(=O)NCCc4ccc(OC)c(OC)c4)N3C2=O)cc1 (stereo not drawn)	-22%	?	4%
39	Cc1cc(C)c(C(=O)COC(=O)c2cccc(S(=O)(=O)NCc3ccccc3)c2)cc1C	?	16µM*	0%
40	Cc1cc[n+]2cc(-c3cccc([N+](=O)[O-])c3)c(-c3cccc([N+](=O)[O-])c3)cc2c1	-2%	3%	4%
41	COc1ccccc1C1(O)CCN(CC(=O)Nc2c(C)nn(C)c2C)CC1	-2%	2%	8%
42	CC1=C(C(=O)Nc2ccccc2C)C(c2ccc(C)o2)N2C(=O)CSC2=N1 (stereo not drawn)	?	?	6%
43	CCc1nc(OCc2ccccc2)c2sc3nc4c(cc3c2n1)COC(C)(C)C4	29µM*	?	6%
44	Cn1cccc1C1NC(=O)c2c(sc3c2CCC(C(C)(C)C)C3)N1 (stereo not drawn)	-30%	18µM*	5%
45	CC(C)(C)CC(=O)Nc1nnc(CCc2ccccc2)s1	2%	?	/
46	CCCCCCCCCCCCCCCCO	-6%	5%	6%&-6%
47	Cn1c(O)c(N=NC(=O)CNC(=O)c2ccccc2)c2cc(Br)ccc21	4%	?	8%
48	CCS(=O)(=O)N1CCC(C(=O)Oc2ccc(Cl)cc2)CC1	-21%	-11%	/
49	COC(=O)c1ccc(Cl)cc1NC(=O)NCc1c(-n2cccc2)sc2c1CCCC2	?	?	0%
50	Fc1ccc(C2CCCN2Cc2nc(Cc3ccccc3)no2)cc1 (stereo not drawn)	?	-17%	3%
51	Cc1ccc(Cn2c(=N)n(CC(=O)c3ccc([N+](=O)[O-])cc3)c3ccccc32)cc1	4.6µM*	2.9µM*	-1%
52	Cc1cccc(-n2cc(-c3ccccc3)[nH]c2=S)c1	?	?	/
53	Cc1ccc(OCCC(=O)OCC(=O)Nc2ccc3[nH]c(=O)[nH]c3c2)cc1	0%	6%	-6%
54	O=C(NCCN1CCOC1=O)C1CCC(=O)N(CCc2ccc(Cl)cc2)C1 (stereo not drawn)	-3%	2%	2%
55	N#Cc1c(NC(=O)c2cnccn2)sc2c1CCCC2	9.2µM*	12µM*	/
56	Cc1cc(C)c2nc(SCC(=O)N3CCCCC3)c(C#N)cc2c1	-4%	-25%	2%
57	O=C(NCCN1CCOCC1)c1ccc2c(c1)N(Cc1ccccc1F)C(=O)CS2	-20%	?	5%
58	Cc1cc(-c2nc3ncccc3o2)ccc1NC(=O)c1ccc(Br)cc1	-2%	-23%	0%
59	C[C@H]1CN([C@@H](C)CO)C(=O)CCCn2nncc2CO[C@H]1CN(C)C(=O)Nc1ccc(N2CCCCC2)cc1	0%	-5%	/
60	COc1ccc(-c2cccc(NS(=O)(=O)c3cccc([N+](=O)[O-])c3)c2)nn1	?	26µM*	6%
61	O=S(=O)(Nc1nc2ccccc2nc1Nc1ccc2c(c1)OCO2)c1ccc(F)cc1	18µM*	13µM*	3%
62	Cc1cc2nc(C3CCCN(C(=S)Nc4ccccc4)C3)[nH]c2cc1C (stereo not drawn)	?	?	4%
63	CCOC(=O)c1ccc(NC(=O)CSc2nnc(COc3ccccc3OC)n2CC)cc1	-15%	-3%	6%
64	CCC1CCc2sc(C(=O)N(C)CC(=O)Nc3cccc(OC)c3)cc2C1 (stereo not drawn)	?	?	2%
65	CCCCc1ccc(-c2csc(/C(C#N)=C\c3ccco3)n2)cc1	9%	-19%	-5%
66	Oc1c(C(Nc2nc3ccccc3s2)c2ccco2)ccc2cccnc12 (stereo not drawn)	3.7µM*	5.2µM*	11%
67	COc1ccc(-n2c(SCC(=O)Nc3nccs3)nnc2-c2ccoc2C)cc1	-28%	-25%	6%
68	CC(=O)Nc1c(C(=O)O)[nH]c2ccccc12	-8%	-8%	2%
69	COC(=O)c1ccc(NS(=O)(=O)c2ccc3c(c2)n(C)c(=O)n3C)cc1	-22%	?	/
70	Cc1ccccc1NC(=O)CSc1nnc2ccc(-c3ccncc3)nn12	?	-25%	/
71	CNCC(O)Cn1c2c(c3ccccc31)CCCC2 (stereo not drawn)	?	-15%	-5%
72	CCN(CC)S(=O)(=O)c1ccc(N2CCOCC2)c(NC(=O)C(C)Oc2ccc(F)cc2)c1 (stereo not drawn)	?	?	0%
73	COCCNC(=O)C1CCCN(C(=O)c2ccc(F)c(C)c2)CC1 (stereo not drawn)	-12%	1%	/
74	CC(=O)Oc1cccc(N2C(=O)C3C(C2=O)C2C=CC3C23CC3)c1 (stereo not drawn)	-28%	-15%	1%
75	Cc1ccc(O)c(-c2ccnc3cc(-c4ccc(Cl)cc4)nn23)c1	-20%	?	-1%
76	Cc1cc(C(F)(F)F)nn1Cc1n[nH]c(=S)n1-c1ccc(F)cc1	-1%	-1%	3%
77	O=C(CN1CCN(Cc2ccccc2)CC1)NCc1ccccc1Cl	?	-20%	11%
78	O=c1[nH]nc(-c2ccc(F)cc2)cc1Cc1ccc(F)cc1	?	-18%	-1%
79	COc1ccc2c(c1OC)C(=O)N(c1cccc(C)c1)C2=O	5%	-4%	0%
80	Cc1c(O)ccc(NS(=O)(=O)c2ccccc2)c1C	8%	-21%	-4%
81	CC(=O)c1cccc(NC(=S)NC(=O)Cc2ccccc2)c1	-5%	-17%	-2%
82	CC1CCCC(C)N1CCCNC(=O)C(=O)Nc1ccc2nc3n(c(=O)c2c1)CCCCC3 (stereo not drawn)	?	0%	1%
83	COc1cc(O)c2c(=O)c3c(O)c(O)ccc3oc2c1OC	?	?	/
84	O=C1N/C(=C/c2ccsc2)C(=O)N1c1ccccc1	-1%	13%	6%
85	Nc1ccn(C2CCCO2)c(=O)n1 (stereo not drawn)	12%	0%	/
86	COc1cccc(N2CC(NC(=O)c3cc(Cl)ccc3OC)CC2=O)c1 (stereo not drawn)	?	16µM*	3%
87	CCOC(=O)Cc1ccc(NC(=O)Nc2cc3c(cc2N2CCCCC2)n(C)c(=O)n3C)cc1	4.6µM*	2.6µM*	-5%
88	CCOc1ccc(N2C(=O)c3cccnc3C2Nc2ccc(Cl)cc2)cc1 (stereo not drawn)	-20%	-22%	5%
89	CN(Cc1ccccc1)C(=O)COC(=O)C1CCN(S(=O)(=O)c2ccc3c(c2)OCCO3)CC1	5%	9%	0%
90	O=C(Nc1ccc(F)cc1)c1cccc(N2C(=O)c3ccccc3C2=O)c1	-5%	-9%	/

Next part.
no.	compound	TDP1 cell CPT	TDP1 cell noCPT	TDP1 inh
91	Cc1nn2c(N3CCN(C)CC3)c3c(nc2c1-c1ccccc1)CCCC3	?	-25%	-1%
92	CN(CCC#N)C(=O)COC(=O)C1c2ccccc2Oc2ccccc21	-3%	-3%	14%
93	CCN(CC)S(=O)(=O)c1ccc(N2CCOCC2)c(NC(=O)c2cc3ccccc3o2)c1	?	?	/
94	CSc1ccc(C2c3[nH]c4ccccc4c3CCN2C(=O)c2ccnn2C)cc1 (stereo not drawn)	-30%	?	5%
95	Cc1ccc2c(c1)C(O)(c1c(C)[nH]c3ccccc13)C(=O)N2 (stereo not drawn)	4%	-19%	4%

Entries above that contain bromine (3):
no.	compound	TDP1 cell CPT	TDP1 cell noCPT	TDP1 inh
22	Oc1[nH]c2ccc(Br)cc2c1N=Nc1nn[nH]n1	-4%	1%	5%
47	Cn1c(O)c(N=NC(=O)CNC(=O)c2ccccc2)c2cc(Br)ccc21	4%	?	8%
58	Cc1cc(-c2nc3ncccc3o2)ccc1NC(=O)c1ccc(Br)cc1	-2%	-23%	0%
